UPR CHOP act: activators of apoptotic CHOP UPR arm, primary screen, cell-based, CHO-CHOP luciferase reporter, luminescence, uHTS | UPR activation; percent of tunicamycin response over DMSO baseline | activation, % at 10 µM | 330,000 compounds, 0.34% hits | AID 449763, 2010;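 active = at 10 µM dose, activation of 40% or more, normalized to positive control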;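 also: 100% = tunicamycin at 10 µg/mL and 0% = DMSO alone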
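Assay system: CHO cells with stable CHOP pathway luciferase reporter; Buffer or medium: F12 plus 10% serum; Times: 16-18 h cell attachment, then 6 h compound exposure, 37 °C; Signal: luciferase luminescence; Read-out basis: percent activation relative to tunicamycin control; Control set: tunicamycin high control, DMSO low control.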
CXCR6 block: CXCR6 receptor inhibitors, primary screen, cell-based, beta-arrestin, luminescence, CHO-K1 PathHunter, 1536-well; inhibition, % at 20 µM; 360,000 compounds, 0.36% hits; C-X-C chemokine receptor type 6 (Homo sapiens), O00574; AID 602244, 2012; in the data active = inhibition above about 34%, passing the limit was not always enough;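 also: antagonist mode with CXCL16 agonist at 10 nM final; 0% = 10 nM CXCL16 with DMSO and 100% = unstimulated wells without agonist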
XBP1 UPR activ: activators of adaptive XBP1 UPR arm, primary screen, cell-based, CHO-XBP1 luciferase reporter, luminescence, uHTS | activation, % at 20 µM | 330,000 compounds, 0.33% hits | IRE1-XBP1 UPR activation; percent of tunicamycin response, DMSO as zero;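 active = versus positive control, 20 µM dose yields 30% or more activation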;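 also: 100% = tunicamycin at 10 µg/mL and 0% = DMSO only wells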
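incubation = overnight seeding at 37 °C, 6 h compound treatment at 37 °C | assay system = CHO-XBP1 cells stably carrying IRE1-XBP1-driven luciferase reporter | input = 1000 cells per well | detection = luciferase luminescence | dosing = single point, 20 µM final compound, 1% DMSO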
Mdm2-MdmX inh: inhibitors of human Mdm2-MdmX association, primary screen, cell-based, luminescence, split luciferase, SaOS-2, uHTS. 330,000 compounds, 3% hits. SaOS-2 split-luciferase Mdm2/MdmX complementation. Protein Mdm4 (Homo sapiens) + E3 ubiquitin-protein ligase Mdm2 (Homo sapiens), …. inhibition, % at 8 µM;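 active = inhibition of at least 50% at 8 µM in the primary screen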
EBI2 antag: EBI2 receptor antagonists, beta-arrestin recruitment, primary screen, cell-based, luminescence, 7a,25-OHC stimulation, uHTS; G-protein coupled receptor 183 (Homo sapiens), P32249; 360,000 compounds, 0.81% hits; inhibition, % at 5 µM; 7a,25-OHC stimulated; in the data active = inhibition above about 38%;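 also: enzyme fragment complementation signal reports receptor beta-arrestin coupling in cells; 0% = agonist plus DMSO wells and 100% = wells without agonist; some results beyond the cut were filed as inactive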
APJ antag: antagonists of human apelin receptor APJ, primary screen, CHO-K1 cells, beta-arrestin complementation, luminescence; inhibition, % at 20 µM; P35414; 330,000 compounds, 0.32% hits; AID 2521, 2010;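 active = inhibition above about 40% at 20 µM, limit read from the data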;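 also: cells challenged with 10 nM apelin-13 agonist together with compound; plate controls were apelin-13 plus DMSO wells for no effect and DMSO wells lacking apelin-13 for full effect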
Target sequence (P35414 whole entry, looked up): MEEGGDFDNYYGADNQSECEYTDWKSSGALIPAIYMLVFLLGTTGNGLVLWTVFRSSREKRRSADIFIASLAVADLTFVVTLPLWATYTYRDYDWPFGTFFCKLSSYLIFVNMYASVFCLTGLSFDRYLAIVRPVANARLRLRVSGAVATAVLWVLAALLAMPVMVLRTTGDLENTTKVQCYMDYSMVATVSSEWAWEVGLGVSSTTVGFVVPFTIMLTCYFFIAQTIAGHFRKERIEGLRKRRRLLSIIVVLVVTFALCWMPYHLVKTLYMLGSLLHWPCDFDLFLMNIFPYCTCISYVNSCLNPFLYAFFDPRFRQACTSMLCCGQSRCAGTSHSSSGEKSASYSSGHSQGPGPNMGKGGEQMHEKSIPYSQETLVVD
CCR6 antagonist: CCR6 receptor antagonists, primary screen, cell-based, CHO-K1, luminescence, beta-arrestin, uHTS; CHO-K1 CCR6 PathHunter beta-arrestin, CCL20-stimulated; inhibition, % at 20 µM; AID 493098, 2011; 340,000 compounds, 0.49% hits;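 active = compounds whose inhibition of the agonist-driven luminescence signal at 20 µM reaches about 50%, limit read from the data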;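 also: cells stimulated with CCL20 at 14 nM final; plate controls were DMSO with CCL20 for no effect and DMSO without agonist for full effect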
APJ ag: agonists of human apelin receptor APJ, primary screen, CHO-K1 cells, PathHunter beta-arrestin, luminescence; 0% DMSO wells, 100% apelin; 330,000 compounds, 0.11% hits; activation, % at 20 µM; P35414;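 active = activation more than six SD over the plate average, tested at 20 µM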;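 also: 0% = DMSO alone and 100% = apelin-13 at 10 nM; some results filed as inactive read as strong as hits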
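Assay system: engineered CHO-K1 APJ arrestin reporter cells; Amount: 1000 CHO-K1 reporter cells seeded per well; Dosing: one dose, 20 µM compound, 1% DMSO; Times: compound stimulation 90 min at 25 °C, detection 60 min; Measured by: luminescent beta-gal fragment complementation, chemiluminescent substrate; Read-out: APJ–arrestin association signal; Controls: DMSO vs Apelin-13 10 nM.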
tim23-1 inh: growth inhibitors of tim23-1 mutant yeast, primary screen, luminescence, uHTS; S. cerevisiae tim23-1 growth, BacTiter-Glo luminescence, 24 h; inhibition, % at 20 µM; 330,000 compounds, 1.3% hits;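 active = growth inhibition of the mutant yeast at or above 50%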;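 also: temperature-sensitive mutant grown at 25 °C; plate controls were DMSO-treated mutant yeast for no effect and medium wells lacking yeast for full effect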
* marks the source's active call; other numbers are inactive results. Not all compounds are listed; the hit share may differ from the screen's.

SMILES	UPR CHOP act	CXCR6 block	XBP1 UPR activ	Mdm2-MdmX inh	EBI2 antag	APJ antag	CCR6 antagonist	APJ ag	tim23-1 inh
Cc1ccc(-c2nnc(NC(=O)CCS(=O)(=O)c3ccc(F)cc3)o2)c(C)c1	-0.5	-5	-1	36	-6	-6	-2	-4	-12
CCOC(=O)c1c(NC(=O)c2cc(C(C)C)on2)sc(C(C)=O)c1C	1.1	-9	4	37	24	6	5	0	10
COc1ccc(CCn2nnc(-c3ccc(NC(C)=O)c(Cl)c3)n2)cc1	-0.5	-4	2	27	2	-2	9	0	-6
CCOC(=O)CSC1=C(C#N)C(=O)NC(c2ccc(OC)cc2)S1 (stereo not given)	-0.6	-2	0	20	-5	23	8	0	-8
CCOc1ccc(CC(=O)NNC(=S)NC2CCCCC2)cc1OCC	-5.4	2	1	10	-6	2	15	-3	-11
Cc1ccc(NNc2c(C)nc3ccccc3nc2=O)cc1	2.4	0	3	28	11	15	29	-1	3
CC1CCN(C(=O)c2scc3c2OCCO3)CC1	-2.6	-5	2	35	-8	22	6	1	10
CC(=O)c1c(C)[nH]c(C(=O)Nc2cccc(C)c2C)c1C	1.7	-4	2	12	2	11	13	1	9
CCN(C(=O)COC(=O)COc1ccc2c(C)cc(=O)oc2c1)C1CCS(=O)(=O)C1 (stereo not given)	0.8	7	-2	3	-8	-5	4	-2	9
Cc1ccc(S(=O)(=O)N2CCCC2C(=O)OCc2ccccc2)cc1 (stereo not given)	-0.7	-6	0	8	-2	-17	-1	-2	21
O=C(NCCCn1ccnc1)c1cccc(S(=O)(=O)Nc2ccccc2F)c1	1.3	3	-4	4	-11	-11	9	-4	1
CN(C)S(=O)(=O)N(CC(=O)N1CCOCC1)c1ccccc1	0.3	-6	-1	1	1	10	-30	1	19
Cc1cccc(C)c1N=C1NN=C(c2ccccc2F)CS1	0.1	4	-1	15	13	11	17	-3	21
O=C(CN1CCNCC1)Nc1ccccc1Cl	-0.7	-6	-1	-4	-1	-2	6	1	22
COc1cc(OC)cc(-c2c(-c3cccs3)c3cc(-c4cnc(N)nc4)ccc3n2C)c1	-2.5	4	12	30	13	-3	14	-4	15
O=C(NCc1ccccc1)c1cc(-n2cnnc2)ccc1Cl	-1.1	-3	-5	-17	0	-2	2	0	-4
COc1ccc(Cl)cc1NS(=O)(=O)c1cc(Cl)ccc1OC	-0.5	9	-2	0	1	-16	7	-3	4
CCc1noc(C)c1C(=O)N(CC)CC(=O)Nc1cc(Cl)ccc1C	0.1	-3	0	-15	1	-3	5	-1	13
CC(=O)Nc1ccc(S(=O)(=O)NCC(C)NS(=O)(=O)c2ccc(NC(C)=O)cc2)cc1 (stereo not given)	-0.3	3	1	-9	-2	4	12	2	-2
Cc1ccc(CN(C)C(=O)c2cc(COc3cccc(C(F)(F)F)c3)on2)o1	1.7	2	-9	-2	7	2	12	6	24
C/C(=N\NC(=O)c1cccc(S(=O)(=O)N2CCOCC2)c1)c1ccc(O)cc1	1.3	-10	2	6	-10	-66	4	-1	8
COc1cccc(C(=O)N(C)Cc2c(C)nn(C3CCS(=O)(=O)C3)c2C)c1 (stereo not given)	-0.3	0	-3	4	-8	16	6	-3	-12
CC(=O)c1cccc(NC(=O)C=C(C)C)c1	0.9	0	2	-19	-22	4	1	-1	20
Cc1cccc(CSc2nc3sc(C)c(C)c3c(=O)n2Cc2ccco2)c1	1.7	6	0	-1	-33	14	8	-7	20
CN(C)c1ccc(C(=O)N/N=C/c2cc(Br)cc(Br)c2O)cc1	-2.1	-2	-2	80*	10	10	2	1	32
COc1cc(C2CC(=O)c3cnc(NC(=O)COc4ccccc4)nc3C2)cc(OC)c1OC (stereo not given)	0.7	-3	-2	2	20	4	1	-2	2
CC/C=C/C(=O)N1CC2(CC(c3cccc(NC(=O)CC(c4ccccc4)c4ccccc4)c3)=NO2)C[C@@H]1C(N)=O (stereo not given in full)	1.5	0	-2	31	2	4	5	-2	17
CN(C)C(=S)Nc1ccc(N2CCOCC2)cc1	2.1	12	2	-13	2	8	1	0	-21

Sorted by value in Mdm2-MdmX inh (lowest first): 7 from the list above.
SMILES	Mdm2-MdmX inh
CC(=O)c1cccc(NC(=O)C=C(C)C)c1	-19
CN(C)C(=S)Nc1ccc(N2CCOCC2)cc1	-13
Cc1cccc(CSc2nc3sc(C)c(C)c3c(=O)n2Cc2ccco2)c1	-1
COc1cc(C2CC(=O)c3cnc(NC(=O)COc4ccccc4)nc3C2)cc(OC)c1OC (stereo not given)	2
COc1cccc(C(=O)N(C)Cc2c(C)nn(C3CCS(=O)(=O)C3)c2C)c1 (stereo not given)	4
C/C(=N\NC(=O)c1cccc(S(=O)(=O)N2CCOCC2)c1)c1ccc(O)cc1	6
CC/C=C/C(=O)N1CC2(CC(c3cccc(NC(=O)CC(c4ccccc4)c4ccccc4)c3)=NO2)C[C@@H]1C(N)=O (stereo not given in full)	31

Quoted from the listing.
`Cc1ccc(-c2nnc(NC(=O)CCS(=O)(=O)c3ccc(F)cc3)o2)c(C)c1` in Mdm2-MdmX inh = 36
`Cc1cccc(C)c1N=C1NN=C(c2ccccc2F)CS1` in UPR CHOP act = 0.1
